# iPSC survival up: increases survival of single human iPS cells; survival enhancement, % at 20 µM; AID 602274; hiPSC single-cell survival, ATPlite luminescence; 100% = ROCK inhibitor wells, 0% = DMSO; 360,000 tested, 0.044% active; in the data active = survival enhancement above about 18%;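 also: cells exposed to compounds for 16 hours before the ATP read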
# Peg3 promoter: reduces Peg3 promoter-driven luciferase expression in HeLa | HeLa PEG-Prom luciferase reporter, luminescence, overnight | AID 588405 | 360,000 tested, 1.7% active | inhibition, % at 20 µM;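 active = inhibition of at least 50% at 20 µM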
# HIF-2a inh: HIF-2a inhibition; 786-0 RCC cells HIF-2a reporter, luciferase luminescence, overnight; inhibition, % at 18.8 µM; 360,000 tested, 0.72% active; AID 624352;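 active = inhibition of the luminescence signal of 40% or more relative to plate controls, in a single-dose primary screen at 18.75 µM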
# LMP1 NFkB inh: Epstein-Barr LMP1 NF-kappaB reporter inhibition; LMP1-induced NF-kappaB luciferase reporter cells, luminescence; inhibition, % at 12.5 µM; 350,000 tested, 0.69% active; AID 504558; in the data active = inhibition above about 41%;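 also: 0% = neutral control wells and 100% = reference inhibitor control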
# C8 TRAIL sens: caspase-8 TRAIL sensitization. NB7+C8 cells + TRAIL, ATPlite viability luminescence. inhibition (viability loss, TRAIL sensitization), % at 10 µM. 360,000 tested, 1% active. AID 624354;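 active = compounds causing at least 50% loss of cell viability in the single-dose screen, relative to plate controls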
# NR2E3 ag-1: agonists of human NR2E3 nuclear receptor | Q9Y5X4 | CHO-S Gal4-NCOR/VP16-NR2E3 two-hybrid, luciferase | inhibition of corepressor binding, % at 3.98 µM | 360,000 tested, 0.35% active | AID 602229;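 active = inhibition above the mean of all tested compounds plus 3 SD, cut at about 70% in these data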;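 also: 0% = DMSO with NR2E3 transfected cells and 100% = cells lacking NR2E3 construct; higher means lower luciferase signal from less NR2E3 corepressor binding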
# Target sequence (Q9Y5X4 whole entry, looked up, the tested form may be a part): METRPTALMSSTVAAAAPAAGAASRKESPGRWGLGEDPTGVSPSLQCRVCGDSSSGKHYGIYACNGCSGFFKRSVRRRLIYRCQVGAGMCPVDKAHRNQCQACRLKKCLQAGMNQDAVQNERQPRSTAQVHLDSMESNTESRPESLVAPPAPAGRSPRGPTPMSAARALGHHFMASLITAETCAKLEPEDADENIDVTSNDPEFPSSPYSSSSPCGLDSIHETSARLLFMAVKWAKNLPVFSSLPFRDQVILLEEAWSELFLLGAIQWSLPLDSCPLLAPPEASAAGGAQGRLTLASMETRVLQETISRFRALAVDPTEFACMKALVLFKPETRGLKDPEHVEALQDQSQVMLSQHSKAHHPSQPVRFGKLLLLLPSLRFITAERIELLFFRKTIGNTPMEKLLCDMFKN
# Shn3 3UTR inh: reduces Shn3 3'UTR luciferase signal in osteoblasts. Clone20 osteoblast Shn3 3'UTR firefly luciferase, 24 h. 360,000 tested, 0.52% active. AID 588674. inhibition, % at 12.5 µM;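 active = mean inhibition of at least 75% with every replicate also reaching 75%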;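 also: 0% = median of neutral control wells and 100% = pilot-screen positive control compound; some compounds past the cut are filed as inactive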
# TRPM1 prom inh: reduces MITF-dependent TRPM1 promoter luciferase signal; SK-MEL-5 TRPM1 promoter luciferase, 24 h; inhibition, % at 12.5 µM; 330,000 tested, 0.83% active;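 active = mean inhibition across replicates of 60% or more, whatever share of single replicates reaches that level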; also: values of inactives mirror those of a sister screen read the other way
# NR2E3 ag-2: activates human photoreceptor nuclear receptor NR2E3; 320,000 tested, 0.12% active; inhibition of corepressor binding, % at 4.78 µM; GST-NR2E3/biotin-RetCOR TR-FRET, 1536-well; AID 2300; Q9Y5X4;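 active = percent inhibition above the cutoff of mean plus 3 SD of all tested compounds, set per screening campaign, cut at about 20% in these data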;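 also: 0% = DMSO wells and 100% = biotin wells as full block of FRET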
#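 Test system: GST-NR2E3 and biotin-RetCOR proteins | Quantity: 1.35 nM GST-tagged NR2E3 final | Medium: Tris pH 7.5 | Also added: 7 nM biotin-RetCOR | Dosing: Compound at 4.8 µM, single dose | Timing: 5 h at 4 °C | Detection: Time-resolved FRET | Read-out basis: Percent inhibition | Benchmarks: Biotin wells as high control, 0.6% DMSO wells as low control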
# KKLEB cytotox: reduces viability of KKLEB cystic fibrosis airway cells; KKLEB CF airway cells viability, ATPlite luminescence, overnight; stronger effect = lower value; cells stimulated with P. aeruginosa culture filtrate; activity change (cytotoxicity), % at 5 µM; 360,000 tested, 0.36% active; AID 602141;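 active = corrected activity change at or below -50% at 5 µM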
# CF NFkB block: inhibitors of cystic fibrosis induced NF-kB; KKLEB NF-kB-GFP reporter, PAF-induced, GFP fluorescence overnight; inhibition, % at 5 µM; 360,000 tested, 0.86% active; AID 588850;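 active = at least 50% inhibition at 5 µM, scaled per plate between neutral and stimulator controls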;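 also: PAF is a Pseudomonas aeruginosa culture filtrate used as stimulus; plate controls were PAF-stimulated DMSO wells for no effect and unstimulated DMSO wells for full effect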
# * marks the source's active call; other numbers are inactive results; nt = no result given. This is a subset (hit frequency here may not be typical).
SMILES,iPSC survival up,Peg3 promoter,HIF-2a inh,LMP1 NFkB inh,C8 TRAIL sens,NR2E3 ag-1,Shn3 3UTR inh,TRPM1 prom inh,NR2E3 ag-2,KKLEB cytotox,CF NFkB block
COc1ccc(C2N(C(=O)CN3CCOCC3)CCN2S(=O)(=O)c2ccccc2)cc1 (stereo not given),1.4,14,11,0,-8,-24,-11,7,1,13,1
COC(=O)c1c(NC(=O)CN2CCN(c3ncccn3)CC2)sc(C(N)=O)c1C,-0.6,14,18,-16,0,-1,20,23,-2,5,2
COC(=O)c1c(C(=O)OC)c(-c2ccc(F)cc2)n2c1CSC2,0.5,16,17,11,1,-21,-28,9,0,-26,10
COc1ccccc1NC(=O)Cc1nnc(SCC(=O)Nc2ccc(F)cc2F)n1C,0.1,5,16,3,-2,6,1,-7,2,2,0
COc1ccc2[nH]c3c(=O)n(/N=C/[C@H]4C(C)C=C(C)CC4C)c(=O)[nH]c3c2c1 (stereo not given in full),1.1,51*,58*,6,27,3,1,17,-4,-12,6
O=C(O)Cn1c(=O)cnc2ccccc21,-3.3,-7,18,-2,-17,-22,-6,-10,1,-2,7
Cc1cc(C)c2[nH]c(=O)c(CN(Cc3ccccc3)C(=S)NCCCN(C)C)cc2c1,-2.7,66*,0,-40,6,0,-7,47,5,-6,1
COC(=O)c1ccc(N/C(C)=C/C(=O)c2ccc(C)o2)cc1,1.2,-19,-4,5,6,-22,0,-3,-7,-2,1
CCc1noc(C)c1C(=O)N1CCCC(CCC(=O)NCc2ccc(F)c(F)c2)C1 (stereo not given),-0.1,-9,-22,5,14,-30,8,3,0,6,-12
O=C(Oc1ccc(Cl)cc1)c1ccc(N2CCOCC2)c([N+](=O)[O-])c1,-1.3,-8,15,-4,-4,-38,2,-13,5,-2,-12
CC(C)NC(=O)Nc1cccc2c1O[C@H](CN(C)S(C)(=O)=O)[C@@H](C)CN([C@H](C)CO)C2=O,-1.2,-6,-2,-8,0,2,-16,4,nt,2,-14
CC(=O)Cn1ncc(N(C)Cc2ccccc2)c(Cl)c1=O,-0.5,-115,-128,-16,-3,-61,-11,-53,2,8,-4
O=C(COc1ccc(Cl)cc1)NCCNc1ccc([N+](=O)[O-])cc1,2.4,31,11,-1,9,-26,4,0,3,-8,-15
CCN(C(=O)c1cn(C)c(=O)c2cc(OC)c(OC)cc12)c1cc(C)ccc1C,-1.3,5,18,2,-8,3,0,11,2,6,-14
CCc1cc(C(=O)NNC(=S)NC(C)c2ccccc2)cs1 (stereo not given),-0.9,4,-10,-6,-10,13,1,-15,0,-10,16
CC(=O)Nc1cc(-c2ccoc2)cn2c(-c3ccccc3)cnc12,-1.3,-7,7,nt,4,-12,-8,nt,nt,-10,-21
Cc1ccc(N(CC(=O)N/N=C/c2cccs2)S(C)(=O)=O)cc1,-0.3,7,3,-5,-3,-12,-24,9,1,10,-8
O=C(COC(=O)c1nc(Cl)ccc1Cl)NC1CCCCCC1,-0.1,-4,2,-1,-11,20,-7,8,5,1,-12
Cn1c(=O)c2c(SCc3ccccc3)nc(C3CC3)nc2n(C)c1=O,0.7,-14,-31,3,9,-12,-8,-4,0,-10,-10
COc1ccc(N(C(C)C(=O)NCCSCc2cccc(Cl)c2)S(C)(=O)=O)cc1 (stereo not given),-0.7,13,22,1,-7,15,43,-3,-1,-3,-3
CCc1ccc(N2CCN(S(=O)(=O)CC34CCC(CC3=O)C4(C)C)CC2)cc1 (stereo not given),2.0,14,9,4,19,15,18,8,nt,13,0
CSc1ncc(CN2CCc3c([nH]c4ccccc34)C2C(C)(C)C)cn1 (stereo not given),-0.1,29,20,-5,-5,-19,5,16,0,4,-5
CC1CCN(c2ccc(C(=O)O)cc2)CC1,3.0,-25,6,-2,1,-16,-4,2,1,15,-10
O=C(NNc1c(Cl)cncc1Cl)c1cccs1,-0.6,11,9,5,2,-17,-5,4,-1,4,8
CC(C)C(NC(=O)c1c(F)cccc1F)C(=O)N1CCN(c2ncccn2)CC1 (stereo not given),0.0,5,12,0,-8,-26,-2,9,nt,-6,-4

# 4 entries out of the list above, arranged by their value in Shn3 3UTR inh, falling:
compound,Peg3 promoter,HIF-2a inh,LMP1 NFkB inh,NR2E3 ag-1,Shn3 3UTR inh,TRPM1 prom inh,NR2E3 ag-2,CF NFkB block
O=C(COc1ccc(Cl)cc1)NCCNc1ccc([N+](=O)[O-])cc1,31,11,-1,-26,4,0,3,-15
O=C(NNc1c(Cl)cncc1Cl)c1cccs1,11,9,5,-17,-5,4,-1,8
Cc1cc(C)c2[nH]c(=O)c(CN(Cc3ccccc3)C(=S)NCCCN(C)C)cc2c1,66*,0,-40,0,-7,47,5,1
CC(=O)Cn1ncc(N(C)Cc2ccccc2)c(Cl)c1=O,-115,-128,-16,-61,-11,-53,2,-4

# Full records, looked up by structure.
# CCc1cc(C(=O)NNC(=S)NC(C)c2ccccc2)cs1 (stereo not given) across the screens: iPSC survival up = -0.9; Peg3 promoter = 4; HIF-2a inh = -10; LMP1 NFkB inh = -6; C8 TRAIL sens = -10; NR2E3 ag-1 = 13; Shn3 3UTR inh = 1; TRPM1 prom inh = -15; NR2E3 ag-2 = 0; KKLEB cytotox = -10; CF NFkB block = 16
# O=C(COC(=O)c1nc(Cl)ccc1Cl)NC1CCCCCC1 across the screens: iPSC survival up = -0.1; Peg3 promoter = -4; HIF-2a inh = 2; LMP1 NFkB inh = -1; C8 TRAIL sens = -11; NR2E3 ag-1 = 20; Shn3 3UTR inh = -7; TRPM1 prom inh = 8; NR2E3 ag-2 = 5; KKLEB cytotox = 1; CF NFkB block = -12

# Next part
SMILES,iPSC survival up,Peg3 promoter,HIF-2a inh,LMP1 NFkB inh,C8 TRAIL sens,NR2E3 ag-1,Shn3 3UTR inh,TRPM1 prom inh,NR2E3 ag-2,KKLEB cytotox,CF NFkB block
C/C(=N\NC(=O)C(c1ccncc1)N1CCOCC1)c1ccc(Br)cc1 (stereo not given),0.8,21,10,0,-14,0,-11,-7,-1,9,12
COc1ccc(NC(=O)c2cc(-c3ccccc3O)n[nH]2)cc1Cl,-0.6,-41,-64,4,-1,-18,1,-4,nt,11,-6
CC1(c2ccccc2)NC(=O)N(CC(=O)NC(=O)NCc2ccco2)C1=O (stereo not given),1.9,2,10,-8,-15,-31,6,-1,1,-4,16
Cc1cc(C(=O)NNCc2ccccc2)no1,0.8,-10,-25,3,-6,21,-27,-10,0,14,-6
CC1(NC(=O)c2cccc(S(=O)(=O)N3CCN(c4ccc(F)cc4)CC3)c2)CCS(=O)(=O)C1 (stereo not given),0.1,-10,0,6,6,12,54,12,1,0,5
COc1ccc(C(=O)OCC(=O)c2ccc(Br)s2)c(OC)c1,0.0,-35,-40,-1,-6,-24,1,-9,-1,-13,19
COc1ccc(/C=C/C(=O)NC(=S)NN2CCCCC2c2cccnc2)cc1 (stereo not given),1.8,-14,-30,16,-2,20,13,3,4,-20,-13
N#Cc1ccc(CSc2nc(N)cc(N)n2)cc1,1.2,-4,-6,1,2,4,-13,1,2,-17,5
Cc1cc(N2CCN(c3cccc(C(F)(F)F)c3)CC2)n2ncnc2n1,-1.3,-2,20,14,6,-7,53,8,-3,-2,-8
O=C(NCc1ccc(F)cc1)c1cccc2c1C(=O)c1ccc(N3CCOCC3)cc1S2(=O)=O,2.0,19,-5,-3,20,31,19,6,-2,-14,5
CCCCNC(=O)C1(NC(=O)Nc2ccc(C)cc2)CCCCC1,-0.2,8,-4,-2,18,-20,-33,6,2,1,-16
CCCCNC(=O)N(O)C1N(/N=C/c2ccco2)C(=S)SC1(C)C (stereo not given),1.1,0,10,-5,-5,9,-18,-7,1,20,3
COCCCNC(=O)CC1C[C@H](C(=O)N(C(C)C)C(C)C)[C@@]2(C)c3[nH]c4ccccc4c3CCN2C1=O (stereo not given in full),-1.3,3,7,-4,-14,-22,-4,0,nt,23,-4
O=C(CSc1nc2ccccc2s1)N/N=C/c1ccco1,-1.6,-52,-49,-9,13,-24,-4,6,1,11,-22
N#C/C(=N\Nc1cc(Cl)cc(Cl)c1)c1nnc2n1CCCCC2,0.7,13,-18,0,3,-3,15,-19,0,-1,14
O=c1ccc(-c2ccccc2)nn1Cc1ccccc1,0.1,-21,-41,-4,-20,-17,13,-18,3,-2,8
O=C(c1cc(-c2ccc(Cl)c(Cl)c2)on1)N1CCOCC1,-0.3,-317,-242,-27,12,-50,-117,-79,-1,1,12
O=C1c2ccccc2[C@@H]2C[C@H](NC34CC5CC(CC(C5)C3)C4)[C@@H](O)CCN12,-0.8,0,1,0,16,11,5,-4,nt,14,-9
CC(=O)Nc1ccc(C(=O)OCC(=O)c2ccc(C)c([N+](=O)[O-])c2)cc1,5.1,21,9,3,-14,9,-16,-7,4,14,1
CN(CCC#N)C(=O)Cn1nc(Cc2ccncc2)c2ccccc2c1=O,1.5,3,13,-5,0,-3,4,13,3,-5,-3
CCOc1cc(C(=S)N2CCOCC2)ccc1O,3.9,-5,11,-6,2,-21,-25,-11,0,8,-7
COc1cccc(CN2CCC(C(=O)N3CCN(Cc4ccc5c(c4)OCO5)CC3)CC2)c1,0.2,1,7,6,-8,-16,18,2,4,-7,25
CC(=O)OCc1c(COC(C)=O)[n+](=O)c2ccccc2n1[O-],-1.9,2,8,-4,-1,-15,6,3,5,-2,7
COc1ccc(C(C(=O)NC2CCCCC2)N(Cc2cccs2)C(=O)Cc2c[nH]c3ccccc23)cc1 (stereo not given),-0.2,47,6,2,10,-24,21,19,-1,-11,12

# Compound activity: PubChem, several laboratories
